# Compound activity (PubChem BioAssay)
# KB-3-1 cytotox: kills parental KB-3-1 adenocarcinoma cells; KB-3-1 viability, CellTiter-Glo ATP luminescence, 72 h; Potency, µM (series often up to 46.1 µM), for the others: top-dose activity change, negative = cytotoxic, usual class: cytotoxic; hit rate 1.4% among 400,000; AID 1347075; note: potency is the fitted concentration of half-maximal effect; % is set by controls: 0 for no effect and ±100 for the full control effect; nearly all actives have a fitted effect of over 60% in size
#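 KB-3-1 parental drug-naive adenocarcinoma cells in DMEM/10% FBS, incubated 72 h at 37 C with pin-transferred compounds across a concentration series. Viability by CellTiter-Glo luminescence; concentration-response curves fitted after normalization.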
# ATXN viability: viability counter-screen for ATXN expression inhibitors; AID 651635; S2 cells (HEK-293 line with an ATXN2-luciferase reporter) viability, CellTiter-Fluor protease fluorescence, 24 h; hit rate 0.49% among 400,000; Potency, µM (doses to about 56.7 µM), usual class: cytotoxic; note: potency is the fitted concentration of half-maximal effect; nearly all actives have a fitted effect of over 40% in size
# SW480 rereplic: DNA re-replication induction in SW480 cells | SW480 DNA re-replication, Hoechst DNA content imaging, 48 h | AID 624297 | Potency, µM (doses to about 46.1 µM), inactives show at the top dose re-replication activation, actives largely listed as activators | hit rate 1.8% among 340,000; note: potency is the fitted concentration of half-maximal effect; % of control where 0% means no effect; nearly all actives have a fitted effect of over 55% in size
#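 250 cells/well; 23 nL cpd via pin tool; 48 hr, 37 C, 5% CO2; Hoechst 40 min; imager read of total nuclear intensity, ex 405/em 500-530 nm.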
# ATXN2 expr inh: inhibitors of ATXN2 expression; Potency, µM (highest dose often 57 µM), for inactives: at the top dose activity change, negative = inhibition, hits mostly inhibitors; hit rate 0.72% among 360,000; HEK-293 ATXN2-luciferase reporter, luminescence, 24 h; AID 1745845; note: potency is the fitted concentration of half-maximal effect; % is set by controls: 0 for no effect and ±100 for the full control effect; nearly all actives have a fitted effect of over 55% in size
#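 ATXN2-luciferase reporter cells (luciferase flanked by upstream and downstream ATXN2 gene portions) were treated 24 h at 37 °C with compounds at up to 57 uM. SteadyGlo luminescence gave expression; GF-AFC fluorescence gave viability.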
# HT1080NT lethal: kills 2HG-producing HT-1080-NT fibrosarcoma cells; HT-1080-NT fibrosarcoma viability, CellTiter-Glo ATP luminescence, 48 h; Potency, µM (titrated, usually from 46.1 µM), for inactives: top-dose activity, negative = less viability, most hits filed as cytotoxic; hit rate 1.6% among 360,000;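 note: NT is the 2HG producing partner of a matched IDH1 knockdown line; potency is the fitted concentration of half-maximal effect; 0% = DMSO-treated cells and -100% = media-only wells without cells; nearly all actives have a fitted effect of over 55% in size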
#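 HT-1080-NT; 750 cells/well; 5% FBS RPMI; 48 h compound, 37 degrees C; CellTiter-Glo luminescence; curve fitting and curve-class assignment.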
# IL1B secr inh: blocks inflammasome-driven IL-1 beta release; THP-1 LPS/ATP IL-1B secretion, AlphaLISA, 16 h; active compounds read low; activity change, % at 57.5 µM; hit rate 4.7% among 360,000; in the data active = activity change below about -50%; inconclusive = mostly about -30% to -49%; note: % is set by controls: 0 for no effect and ±100 for the full control effect
#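 THP-1 cells pretreated 1 hr with compounds (up to 57.5 uM final), then stimulated with LPS (250 ng/mL final) plus ATP (1.25 mM final); secreted IL-1B measured by AlphaLISA after 16 hr, decreased signal indicating inhibition.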
# HT1080 IDH1KD tx: kills HT-1080 cells with IDH1 knockdown. HT-1080 IDH1 knockdown viability, ATP luminescence, 48 h. Potency, µM (series often up to 46.1 µM), without a hit: top-dose activity, negative = toxicity, usual class: cytotoxic. hit rate 2% among 360,000;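 note: potency is the fitted concentration of half-maximal effect; 0% = DMSO wells and -100% = cell-free medium wells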
#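 In this qHTS, HT-1080 cells depleted of IDH1 are exposed for 48 h at 37 °C to compound titrations. Toxicity is scored from CellTiter-Glo luminescence, with DMSO as full viability and medium alone as none.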
# MCF10A rerep: induces DNA re-replication in MCF 10a normal breast cells | MCF 10A DNA re-replication, Hoechst nuclear intensity, 48 h | Potency, µM (titrated, usually from 46.1 µM), without a hit: at the top dose activity, positive = re-replication, usual class: activators | hit rate 2.9% among 350,000; note: potency is the fitted concentration of half-maximal effect; % of control where 0% means no effect; nearly all actives have a fitted effect of over 50% in size
# KB-V1 cytotox: kills drug-selected multidrug resistant KB-V1 cells | AID 1347076 | Potency, µM (doses to about 46.1 µM), without a hit: at the highest dose activity change, negative = cytotoxicity, actives largely listed as cytotoxic | KB-V1 MDR cells viability, CellTiter-Glo, 72 h | hit rate 3.4% among 400,000; note: potency is the fitted concentration of half-maximal effect; % is set by controls: 0 for no effect and ±100 for the full control effect; nearly all actives have a fitted effect of over 60% in size
#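 Cells of the MDR subline KB-V1 are plated, dosed with compound at multiple concentrations, and incubated 72 h at 37 degrees C; CellTiter-Glo is then added and luminescence read after 10 min.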
# An asterisk follows results filed as active; i = inactive; ? = inconclusive; . = no result given; & = joins results of further samples; [ ] = dose if it differs, or a comment. Unless noted, calls come from the whole dose curve; as a rule, active = well fitted curve in the direction sought with a large enough effect; inconclusive = small, poorly fitted or top-dose-only effect, or another doubt; inactive = no such curve, though single readings can be large; an effect the other way counts as inactive or inconclusive.
SMILES,KB-3-1 cytotox,ATXN viability,SW480 rereplic,ATXN2 expr inh,HT1080NT lethal,IL1B secr inh,HT1080 IDH1KD tx,MCF10A rerep,KB-V1 cytotox
COC(=O)C12OCC34C(CC5C(C)=C(O)C(=O)CC5(C)C3C(O)C1O)OC(=O)C(OC(=O)C=C(C)C)C24 (stereo unspecified),0.21µM*,?,?,?,-26%,.,0.037µM*,?,7.3µM*
CN(C)CCCSc1nc2ccccc2s1,0%,i,-3%,-11%,-3%,9,-7%,-4%,-17%
Cn1cc(CN2CCC(O)CC2)c(-c2ccc(Oc3ccccc3)cc2)n1,4%,i,0%,.,-11%,-12,-6%,-7%,16%
CCN(C(=O)CC(C)C)c1nnc(Cn2nnc3ccccc32)s1,?,i,?,-1%,-13%,0,-23%,10%,?
O=C(NC(=S)Nc1ccc(N2CCOCC2)c(Cl)c1)C(c1ccccc1)c1ccccc1,?,i,22%,-5%,-2%,-27,-3%,17%,-19%
CCC1(C)NC(=O)N(CC(=O)Nc2sc3c(c2C(=O)OC)CCCCC3)C1=O (stereo unspecified),-1%,i,?,-23%[11.3 µM],-10%,-14,-24%,22%,-30%
CCOC(=O)C1=C(COC(=O)CCNS(=O)(=O)c2ccc(C)c(C)c2)NC(=O)NC1C (stereo unspecified),10%,i,1%,-3%,0%[9.24 µM],6,1%,-2%,0%
CC(C)C(=O)NC(=S)Nc1ccccc1C(=O)NC1CCCCC1,?,?,-74%[inhibitor],-10%,16%,0,9%,?,?
CCCC(=O)N1CCC1(C)C(=O)Nc1cccc(OC(C)C)c1 (stereo unspecified),0%,i,.,2%,12%,6,15%,.,0%
CCn1c(SCC(=O)Nc2ccc(NC(=O)c3cccs3)cc2)nnc1-c1cccnc1,11%,i,-4%,3%,9%,?,17%,-2%,12%
O=C(Cc1ncc(C(F)(F)F)cc1Cl)NCc1cccnc1,20%,i,-13%,13%,8%,41,7%,-4%,-10%
CCOC(=O)c1nc(Nc2ccccc2C)c2ccccc2n1,-5%&4%,i,-16%,-6%&-23%,17%,-15,2%,-1%,-1%&1%
CCOc1ccc(C(=O)NC2CCN(C(=S)Nc3ccccc3C)CC2)cc1,0%,i,-56%[inhibitor],-21%,-17%,12,9%,-3%,9%
Cc1sc(N)c(C(=O)c2ccccc2)c1C,-16%,.,1%,-22%,-1%,2,18%,3%,0%
COc1ccc(C2(CNC(=O)Cc3ccc(OC)c(OC)c3)CCOCC2)cc1,-1%,i,-7%,-7%,6%,15,14%,1%,-4%
Cc1ccc(/C(N)=N/OC(=O)CCCc2ccccc2)cc1,11%,i,1%,46%[activator],13%,11,8%,-1%,?
Cc1[nH]c2ccccc2c1/C=N\NC(=O)c1ccco1,-2%,i,3%,25%,-1%,12,2%,0%,-11%
CCOc1ccccc1-c1cc(C(=O)N/N=C(\C)c2cccnc2)c2ccccc2n1,.,i,-3%,1%,0%,6,-17%,?,.
COc1ccc(OCC(=O)N/N=C/c2ccc(OC)c(OC)c2C(=O)O)cc1,17%,i,-1%,-5%,9%,-4,6%,-2%,?
O=C(COC(=O)c1cccs1)Nc1cccc(S(=O)(=O)N2CCOCC2)c1,0%,i,-5%,5%,7%,4,17%,-9%,0%

# In a second layout: two of the compounds above
# Values run as follows: KB-3-1 cytotox	ATXN viability	SW480 rereplic	ATXN2 expr inh	HT1080NT lethal	IL1B secr inh	HT1080 IDH1KD tx	MCF10A rerep	KB-V1 cytotox
CCOc1ccccc1-c1cc(C(=O)N/N=C(\C)c2cccnc2)c2ccccc2n1
 : .	i	-3%	1%	0%	6	-17%	?	.
COc1ccc(OCC(=O)N/N=C/c2ccc(OC)c(OC)c2C(=O)O)cc1
 : 17%	i	-1%	-5%	9%	-4	6%	-2%	?

# Given with bars between the fields: part of the list above
structure | KB-3-1 cytotox | ATXN viability | SW480 rereplic | ATXN2 expr inh | HT1080NT lethal | IL1B secr inh | HT1080 IDH1KD tx | MCF10A rerep | KB-V1 cytotox
O=C(NC(=S)Nc1ccc(N2CCOCC2)c(Cl)c1)C(c1ccccc1)c1ccccc1 | ? | i | 22% | -5% | -2% | -27 | -3% | 17% | -19%
O=C(Cc1ncc(C(F)(F)F)cc1Cl)NCc1cccnc1 | 20% | i | -13% | 13% | 8% | 41 | 7% | -4% | -10%
CCn1c(SCC(=O)Nc2ccc(NC(=O)c3cccs3)cc2)nnc1-c1cccnc1 | 11% | i | -4% | 3% | 9% | ? | 17% | -2% | 12%

# The listing continues:
SMILES,KB-3-1 cytotox,ATXN viability,SW480 rereplic,ATXN2 expr inh,HT1080NT lethal,IL1B secr inh,HT1080 IDH1KD tx,MCF10A rerep,KB-V1 cytotox
CCOc1ccc(C)cc1S(=O)(=O)Nc1ccc(Cl)cn1,-12%,i,1%,-4%,16%,4,4%,-25%,19%
O=C(Nc1ccc(OC(F)(F)F)cc1)C(Cc1ccccc1)NS(=O)(=O)c1cccc2nsnc12 (stereo unspecified),-14%,i,.,-25%,.,.,.,.,-19%
COc1ccc(Br)cc1CNC(=O)CSc1cc(=O)n(C)c2ccccc12,15%,i,.,2%,.,.,.,.,28%
Cc1ccc(-n2nc(C)c3c(C)c(CCC(=O)NCCCOC(C)C)c(C)nc32)cc1,-1%,i,-6%,-38%,-5%,20,-2%,26%,-20%
CCn1cc(CNC(=O)CCc2nnc(CCC3CCCCC3)o2)cn1,0%,i,2%,.,11%,32,1%,2%,-9%
CCSC(C)CC1C/C(=N/O)c2c(CC)noc2C1 (stereo unspecified),3%,i,2%,-3%,8%,-8,-11%,23%,?
CCOCCCNC(=O)c1ccc2c(c1)OCO2,1%,i,-9%,15%,10%,30,10%,4%,-1%
O=C(CSc1nc2ccccc2[nH]1)Nc1ccc(F)cc1,-4%,i,-4%,-13%,0%,-26,-3%,19%,-11%
COc1cccc(C(=O)N2CCSC2=S)c1,6%,i,-3%[9.22 µM],-4%,6%,2,12%,2%,0%
CCn1c(CSc2nc(C)cc(C)n2)nnc1SCC(=O)Nc1ccccc1,0%,i,-7%,3%,0%,1,-3%,7%,21µM*
O=C(Cc1ccccc1)Nc1nnc(-c2cccc([N+](=O)[O-])c2)s1,?,i,4%,1%,-3%,-7,1%,-8%,-19%
O=C(CSc1nnc(-c2cccnc2)n1Cc1ccccc1)N1CCOCC1,8%,i,-4%,2%,6%,-12,-5%,4%,5%
CCOC(=O)CC(NC(=O)CCc1c(C)nc2nc(C)nn2c1C)c1ccc(OC(C)C)cc1 (stereo unspecified),3%,i,1%,2%,6%,48,1%,-7%,-2%
CCOC(=O)C1=C(CN2CCN(C(=O)c3ccco3)CC2)NC(=O)NC1c1ccc(C)cc1 (stereo unspecified),-6%,?,3%,.,-1%,17,-2%,5%,-10%
COc1ccc(C)cc1NC(=O)NC(C)c1ccncc1 (stereo unspecified),4%,?,-15%,.,2%,12,5%,-1%,0%
Cc1ccccc1CNCc1ccc2c(c1)OCO2,7%,i,4%,-28%,0%,-16,-12%,-3%,4%
Nc1ccc(S(=O)(=O)N2CCC(Cc3ccccc3)CC2)cc1,-6%,i,4%,-15%,-8%,1,-7%,12%,-3%
O=C(c1ccc(Br)o1)N1N=C(c2ccc(Cl)cc2)CC1c1ccco1 (stereo unspecified),4%,i,-1%,-2%,-9%,i,-20%,14%,?
Cc1cc(F)cc(-c2cc(C(=O)NCc3ccc(C(F)(F)F)cc3)[nH]n2)c1,0%,i,.,-13%,-24%,41,-27%,.,0%
O=C(O)c1cc(S(=O)(=O)N2CC3CC3C2C(=O)O)c(Cl)cc1Cl (stereo unspecified),6%,i,?,23%,16%,39,15%,2%,15%
CC#CC(=O)N1CCC(CCC(=O)N(C)Cc2ccccc2)CC1,?,i,72%,2%,0%,?,2%,-5%,-4%
O=S1(=O)CC(O)C(Nc2ccccc2)C1 (stereo unspecified),-3%,i,-4%,-3%,-1%,-10,3%,3%,3%
O=C(CSc1nncc2ccccc12)Nc1cccc(O)c1,0%,i,3%,1%,-11%,-23,-20%,-6%,6%
FC(F)(F)c1ccc(NC2=NCCC2)cc1,0%,i,-4%,.,6%,-17,1%,-4%,3%
O=C(Cn1c(=O)oc2ccccc21)Nc1nc(-c2ccc(Br)cc2)cs1,?,i,?,-22%,?,15,?,2%,-15%
COc1ccc(C(C)=NNc2ccc([N+](=O)[O-])cc2S(=O)(=O)Nc2ccccc2C(=O)O)c(OC)c1,-19%,i,?,-7%,?,41,?,9.2µM*,-16%
O=C(COc1ccccc1C(=O)NCc1ccccn1)Nc1ccc(Br)cc1,-14%,?,-3%,.,-3%,-9,0%,27%,5%
CCOC(=O)c1c(NC(C)=O)sc2c1C1CCN2CC1,15%,i,-27%,6%,4%,-12,3%,0%,10%
CC1(C)CC(=O)C(=C2SCCCS2)C(=O)C1,0%,i,-8%,12%,7%,5,5%,1%,0%
CCn1c(CNc2ccccc2Cl)nnc1SCC(=O)NCc1ccccc1,7%,i,-2%,0%,?,4,7%,-14%,-6%
O=C1CCN(Cc2nc(-c3ccc(Cl)cc3)no2)CCN1,-24%,i,-20%,2%,-2%,22,-6%,?,-8%
CCOC(=O)[C@H]1[C@H]2COc3ccccc3[C@@H]2N2C(=O)c3cc(OC)ccc3NC(=O)[C@@]12C,7%,i,-7%,-3%,28%,-8,7%,1%,-17%
O=C1[C@H]2[C@@H](c3ccc(F)cc3)N3C(=O)N(c4cccc(F)c4)C(=O)[C@@]3(Cc3ccccc3)[C@H]2C(=O)N1C1CCCCC1,0%,i,-8%,0%,2%,-23,1%,0%,-3%

# 3 entries from above, arranged by the number in SW480 rereplic, low to high:
mol,SW480 rereplic
CCOC(=O)c1c(NC(C)=O)sc2c1C1CCN2CC1,-27%
O=S1(=O)CC(O)C(Nc2ccccc2)C1 (stereo unspecified),-4%
CCn1c(CNc2ccccc2Cl)nnc1SCC(=O)NCc1ccccc1,-2%
